# Granule exo inh: lytic granule exocytosis inhibition; TALL-104 LAMP-1 surface exposure, flow cytometry; cells stimulated with thapsigargin and PMA; inhibition, % at 10 µM; 360,000 tested, 0.66% active;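 active means inhibition above about 55%, limit read from the data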
# MC4R antag cAMP: antagonists of human melanocortin 4 receptor (MC4R). P32245. MC4R-expressing cells, MTII-stimulated cAMP, LANCE TR-FRET. inhibition, % at 6.5 µM. 360,000 tested, 0.48% active;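 active means inhibition above its plate's cutoff, the mean of tested wells on that plate plus 3 SD, cut at about 29% in these data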;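 further: 0% = Melanotan II alone and 100% = Melanotan II plus saturating MCL0020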
#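 system = U2OS cells with stable human MC4R expression | also added = Melanotan II challenge after compound preincubation | dosing = one concentration, 6.5 µM nominal | incubation = compound 30 min, challenge 1 h, detection 1 h | measured by = TR-FRET with Eu-cAMP and labeled anti-cAMP, 671 nm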
# Cardio protect: modulators protecting cardiomyocytes from myocardial damage; 360,000 tested, 0.63% active; H9c2 cardiomyocytes, H2O2 injury protection, ATPLite, 2 h; protection from H2O2 cell death, % at 20 µM; AID 588492;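 active means compounds giving at least 50% protection of heart cells from peroxide-induced death in the single-dose screen, raw or plate-pattern-corrected value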;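 further: 0% = DMSO wells with peroxide and 100% = DMSO wells without peroxide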
# m5-HT2A agonist: agonists of mouse serotonin 5-HT2A receptor (HTR2A) | P35363 | CHO-K1 mHTR2A beta-arrestin complementation, luminescence; percent of 30 µM serotonin response | activation, % at 7.6 µM | 360,000 tested, 0.66% active;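 active means activation above a run cutoff, the mean activation of all tested compounds plus 3 SD, cut at about 14% in these data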;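 further: 0% = plate median of compound wells and 100% = 30 µM serotonin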
# MC4R ag barr: human MC4R agonism via beta-arrestin; activation, % at 8.9 µM; U2OS MC4R beta-arrestin complementation, luminescence; percent of melanotan II response, DMSO zero; P32245; AID 540308; 360,000 tested, 0.98% active;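 active means activation above a per-plate cutoff, the mean activation of sample wells on that plate plus 3 SD, cut at about 8% in these data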
# CaV13 FRET inh: Primary screen for inhibitors of IQ motif and Ca2+-dependent inactivation inhibitor domain binding in CACNA1D, Förster resonance energy transfer in living cells, …; AID 743397; HEK cells, CFP/YFP FRET ICDI-IQ, plate reader, 10 min; percent FRET-ratio fall versus neutral wells; 340,000 tested, 0.098% active; inhibition, % at 12.3 µM;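 active means mean replicate inhibition of at least 30% and at least 1% of replicates passing that level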;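 further: 0% = median of the neutral control wells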
# ABHD5 PLIN5 PPI: ABHD5-PLIN5 protein interaction inhibition; Q00G26+Q8WTS1; Split G. princeps luciferase complementation, luminescence, 4 h; inhibition, % at 4 µM; 360,000 tested, 0.78% active;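 active means inhibition above the mean inhibition across every tested compound plus 3 SD, cut at about 22% in these data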;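 further: 0% = DMSO only wells and the 100% control is not disclosed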
# Target sequence (Q00G26 whole entry, looked up): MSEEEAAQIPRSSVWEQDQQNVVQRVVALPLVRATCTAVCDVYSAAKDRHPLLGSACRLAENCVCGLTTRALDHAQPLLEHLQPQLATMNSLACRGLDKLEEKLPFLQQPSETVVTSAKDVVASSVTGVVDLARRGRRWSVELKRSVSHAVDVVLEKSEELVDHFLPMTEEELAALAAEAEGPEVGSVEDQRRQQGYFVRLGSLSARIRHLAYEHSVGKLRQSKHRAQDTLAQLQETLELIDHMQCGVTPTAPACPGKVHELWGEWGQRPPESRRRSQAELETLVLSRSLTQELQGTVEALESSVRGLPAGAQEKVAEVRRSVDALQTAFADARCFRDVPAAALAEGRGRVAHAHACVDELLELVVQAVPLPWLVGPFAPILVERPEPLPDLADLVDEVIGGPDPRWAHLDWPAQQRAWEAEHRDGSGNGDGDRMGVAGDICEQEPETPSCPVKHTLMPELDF
# Target sequence (Q8WTS1 whole entry, looked up): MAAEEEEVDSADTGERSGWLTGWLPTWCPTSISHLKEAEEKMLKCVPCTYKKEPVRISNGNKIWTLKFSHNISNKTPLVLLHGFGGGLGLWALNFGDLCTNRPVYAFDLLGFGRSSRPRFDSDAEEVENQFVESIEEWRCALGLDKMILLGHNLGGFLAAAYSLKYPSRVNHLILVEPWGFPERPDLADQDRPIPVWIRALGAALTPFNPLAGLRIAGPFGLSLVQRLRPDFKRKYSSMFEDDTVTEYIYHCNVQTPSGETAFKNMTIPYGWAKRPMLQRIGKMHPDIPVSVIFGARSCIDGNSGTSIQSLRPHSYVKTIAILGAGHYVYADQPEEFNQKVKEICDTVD
# ABCB6 inh MLPCN: human ABCB6 transporter inhibition; Q9NP58; fluorescence ratio to DMSO, % at 10 µM; K562-ABCB6 porphyrin accumulation, flow cytometry, 1 h; stronger effect = lower value; AID 602162; 360,000 tested, 0.19% active;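 active means fluorescence ratio to DMSO below 75%, the collection mean minus 3 SD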;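 further: signal is porphyrin accumulated inside mitochondria; 100% equals median channel fluorescence of DMSO control wells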
# PDI turbidity: blocks human protein disulfide isomerase activity | P07237 | PDI insulin aggregation turbidity, A650, 90 min | inhibition, % at 10 µM | 350,000 tested, 0.052% active | AID 588391;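 active means mean inhibition across replicates of 30% or more, whatever share of single replicates reach that level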;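 further: absorbance from insulin aggregation driven by PDI reduction with DTT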
# N-glyco inh: blocks N-linked glycosylation in D54 reporter cells; D54 ERlucT glycosylation luciferase reporter, 24 h; percent of 100 nM tunicamycin response; reporter increase, % at 12.5 µM; 360,000 tested, 0.23% active;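 active means mean luciferase reporter signal, scaled so untreated is 0 and the glycosylation-blocking control 100, at or above a set limit in every replicate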;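 further: luciferase carries N-glycosylation sites so blocking glycosylation raises the light; 0% = median of neutral control wells and 100% = median of 100 nM tunicamycin wells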
# Starred values were filed as active, the others as inactive; x = no result given.
SMILES,Granule exo inh,MC4R antag cAMP,Cardio protect,m5-HT2A agonist,MC4R ag barr,CaV13 FRET inh,ABHD5 PLIN5 PPI,ABCB6 inh MLPCN,PDI turbidity,N-glyco inh
COC(=O)[C@H](Cc1ccccc1)NC(=O)C1CCN(C(=O)[C@H](C)NS(=O)(=O)c2ccc(C)cc2)CC1,-2,14,12,4,-2.0,-3,-5,100,-14,1
c1ccc(N2CCN(c3ccc4nncn4n3)CC2)nc1,-1,5,23,-3,-1.1,-6,5,98,-11,0
CC(C)N(Cc1nc(-c2ccc(Cl)cc2)no1)C(=O)CCC1CCCC1,8,5,-28,9,-1.1,-7,1,99,9,-1
FC(F)C(F)(F)Oc1cccc(Nc2nccn3c(-c4cccc5cccnc45)cnc23)c1,10,9,8,-4,-1.8,-6,0,97,0,2
O=Cc1ccc(-c2ccc(Cl)cc2Cl)[nH]1,1,5,-5,3,-3.0,-5,-2,106,-6,1
CC(=O)NC(Cc1cccc(F)c1)C(=O)NC1CCN(C(=O)Nc2ccc(C)cc2)CC1 (centres undefined),-9,5,-2,-7,1.5,-7,-5,98,-12,3
COc1ccc(-c2cc(=O)c3ccccc3o2)cc1,-1,4,18,-5,-0.8,x,-2,106,x,-4
COC(=O)N/N=C(\C)c1ccc(OC(F)F)cc1OC(F)F,3,-11,5,-2,-1.8,-13,5,102,-5,3
COc1ccc(C(=O)NCC(=O)N/N=C/c2c(C)[nH]c3ccccc23)cc1,3,3,4,-6,-2.5,-3,0,98,-1,3
Cc1ccc(NC(=O)CN(C)C(=O)/C=C/c2cccc(F)c2)cc1,-5,8,-6,-4,2.0,7,-3,102,0,3
Cc1cc(NC(=O)CSc2nnc(C)n2-c2ccccc2C)no1,0,-5,5,7,0.7,-1,-1,102,4,1
O=C1c2ccc(Cl)cc2S(=O)(=O)c2cccc(C(=O)N3CCC(Cc4ccccc4)CC3)c21,-4,3,-4,2,-0.2,-11,-2,93,-2,-2
CCCCn1c(N)c(N(CC(C)C)C(=O)c2ccc(S(=O)(=O)N3CCC(C)CC3)cc2)c(=O)[nH]c1=O,0,6,0,8,-2.5,-6,-4,104,15,1
COc1ccc(OCc2nc(N)nc(Nc3cccc(C)c3C)n2)cc1,-2,5,-9,-1,0.2,-3,4,96,0,2
COC(=O)CN(c1ccc(Cl)cc1C)S(C)(=O)=O,-1,-4,1,1,-0.8,-3,2,75,9,2
Cc1cccc(NC(=O)CSc2nnc(-c3ccc(S(=O)(=O)N4CCCC4)cc3)o2)c1,0,19,0,6,0.4,-5,-7,101,-2,0
COc1cccc(N2CCN(c3ccc4nnc(CCC(=O)Nc5ccc(F)cc5F)n4n3)CC2)c1,5,0,9,4,-1.4,-14,7,90,8,6
CCOCCCNC(=O)C1(O)c2cc(Br)ccc2NC(=O)N1c1ccc(C)c(C)c1 (centres undefined),-2,1,17,-3,-1.6,-18,-4,97,-2,0
COc1ccc(OCC(=O)Nc2ccc3c(c2)nc(CCN2CCN(c4ccccn4)CC2)n3C)cc1,5,3,9,0,-0.1,-11,4,98,2,-4
CC1(C)Cc2nc(N3CCOCC3)c(C#N)cc2CO1,0,0,3,0,-2.3,-7,-8,99,-6,1
O=C(NCc1ccccc1C(F)(F)F)C1CC(O)CN1C(=O)Nc1ccccc1 (centres undefined),-8,12,8,0,-1.5,-19,-1,100,-27,1
CCOC(=O)C1(C(=O)O)NC(=O)CC1c1ccccc1 (centres undefined),-1,1,1,6,-1.5,x,1,96,-7,3
O=C(NCCN1CCN(c2ccccc2)CC1)c1cccn2c(=O)c3ccccc3nc12,-2,-22,19,-7,0.3,-7,1,88,-1,12
Cn1c(C(=O)N2CCc3ccccc3C2)cc2c(=O)n3ccccc3nc21,-2,2,46,0,-1.6,-5,7,91,4,0
CCOC(=O)CC(=O)CSc1nc2ccccc2c(=O)n1-c1ccc(C(=O)N2CCOCC2)cc1,-6,10,10,0,0.0,-10,0,95,8,-1
# More results.
SMILES,Granule exo inh,MC4R antag cAMP,Cardio protect,m5-HT2A agonist,MC4R ag barr,CaV13 FRET inh,ABHD5 PLIN5 PPI,ABCB6 inh MLPCN,PDI turbidity,N-glyco inh
COCCn1c(-c2ccc(Br)cc2)csc1=Nc1cccnc1,0,10,-17,-7,1.0,-7,6,97,-1,-6
S=c1[nH]ncn1/N=C/c1ccc(N2CCOCC2)cc1,-2,9,-8,5,1.3,-4,2,94,0,1
S=c1[nH]nc(-c2ccc3ccccc3n2)n1-c1ccccc1,-8,2,1,6,0.4,-17,-2,100,6,1
Nc1ccc2nc3n(c(=O)c2c1)CCC3,-1,-3,12,3,0.6,-5,-7,101,0,0
CCCCCn1c(=O)c(-c2nc3ccccc3[nH]2)c(O)c2ccccc21,-3,27,34,2,0.9,-6,-10,100,-5,1
O=C(CNc1ccc(Br)cc1)NNC1=NCCC1,0,-1,-12,1,-2.1,-10,10,96,0,1
O=C(COc1ccc(Cl)cc1)Nc1ccccc1C(=O)NCc1cccnc1,13,0,-1,0,-2.1,x,5,94,1,0
CC(C)Cc1nnc(NC(=O)CCC(=O)N2CCN(Cc3ccccc3)CC2)s1,0,-10,1,2,0.1,-3,-1,105,-1,-2
COc1ccnc(Oc2ccccc2)c1C(=O)N/C=N/OCc1ccc(F)cc1Cl,-3,2,69*,-2,1.4,-8,-3,93,0,0
Cc1ccccc1CN1C(=O)c2ccccc2C1c1nnnn1Cc1ccccc1 (centres undefined),-2,x,x,-5,x,-7,-9,97,x,x
CCc1ccc(N(CC(=O)NC(C)C)C(=O)CCC(=O)Nc2nccs2)cc1,2,11,-2,6,-0.4,-3,-4,98,4,3
Cc1c(C)c2c(OCC(=O)NCc3ccncc3)cc3c(c2oc1=O)CCC(C)(C)O3,2,22,6,-1,-0.4,x,-2,103,x,0
C=CCn1c(SCC(=O)N(C)C2CCS(=O)(=O)C2)nnc1-c1ccncc1 (centres undefined),-5,4,6,-4,-2.1,-6,8,99,-4,5
Cc1cc(C(=O)C(C)OC(=O)c2cnccn2)c(C)n1-c1ccccc1 (centres undefined),-8,5,-12,-1,-3.8,-7,2,96,4,1
CC(=O)Oc1cc2c(cc1Cl)C1(CC(c3ccccc3Cl)O2)CC(C)(C)NC(=S)N1 (centres undefined),-1,14,-16,2,-0.9,-5,-10,92,13,7
CCc1ccc(N(C(=O)CNC(=O)c2cccs2)C(C(=O)NC(C)(C)C)c2cc(OC)c(OC)c(OC)c2)cc1 (centres undefined),-7,4,1,0,1.9,-9,-2,97,4,-1
Cc1cc(/C=C(\C#N)C(=O)OCC(=O)N(C)c2c(N)n(Cc3ccccc3)c(=O)[nH]c2=O)c(C)n1CC(C)C,1,3,0,-7,-1.0,12,-2,103,9,4
O=C1NC(=O)/C(=C\c2ccc(OCc3ccccc3)cc2)S1,-11,-6,-12,1,0.8,-2,-3,99,14,1
CC(Sc1nnc2ccccn12)C(=O)NCc1ccc2c(c1)OCO2 (centres undefined),-1,15,-8,-3,-3.8,2,0,94,1,0
O=[N+]([O-])c1ccc(Cl)c(S(=O)(=O)Nc2ccc(-c3ccc(N4CCOCC4)nn3)cc2)c1,5,-3,-4,0,-2.9,-6,-2,100,-6,1
O=C(O)c1cc(C(=O)C2CCCCC2)c[nH]1,2,0,12,-2,-1.9,7,-7,99,-2,-1
CCOc1ccccc1N1CCN(S(=O)(=O)CC)CC1,-2,5,1,7,1.3,x,3,95,8,1
CCCCCCCC(=O)OC(CN1CCCCC1)CN1CCCC1=O (centres undefined),0,12,4,5,1.1,-9,-1,102,-10,0
CCOc1cc(S(=O)(=O)N2CCN(CC)CC2)ccc1Cl,-2,7,-1,1,0.7,-6,-2,101,-1,1
CCCCC1NC(=S)N(C2CCCCC2)C1=O (centres undefined),2,3,-6,-1,2.9,-5,1,87,3,0

# 3 entries drawn at random from those above:
SMILES,Granule exo inh,MC4R antag cAMP,Cardio protect,m5-HT2A agonist,MC4R ag barr,CaV13 FRET inh,ABHD5 PLIN5 PPI,ABCB6 inh MLPCN,PDI turbidity,N-glyco inh
Cc1c(C)c2c(OCC(=O)NCc3ccncc3)cc3c(c2oc1=O)CCC(C)(C)O3,2,22,6,-1,-0.4,x,-2,103,x,0
COc1ccnc(Oc2ccccc2)c1C(=O)N/C=N/OCc1ccc(F)cc1Cl,-3,2,69*,-2,1.4,-8,-3,93,0,0
CC(Sc1nnc2ccccn12)C(=O)NCc1ccc2c(c1)OCO2 (centres undefined),-1,15,-8,-3,-3.8,2,0,94,1,0

# (more compounds)
SMILES,Granule exo inh,MC4R antag cAMP,Cardio protect,m5-HT2A agonist,MC4R ag barr,CaV13 FRET inh,ABHD5 PLIN5 PPI,ABCB6 inh MLPCN,PDI turbidity,N-glyco inh
Cn1cnnc1Sc1cc(N2CCN(S(=O)(=O)c3ccccc3)CC2)ccc1[N+](=O)[O-],-5,26,7,-1,1.0,-1,1,98,2,-3
CCN(CC)CCOc1ccc2c(c1)C(=NNC(=O)c1ccccn1)c1cc(OCCN(CC)CC)ccc1-2,8,-7,-11,0,-3.0,10,7,91,-3,69*
CN1CCC(=O)N([C@H](CSc2ccc(Br)cc2)c2ccccc2)CC1,-1,3,0,-12,-1.1,-6,6,91,-5,-6
Cn1c(N)c(C(=O)COC(=O)c2cc3ccccc3cc2O)c(=O)n(C)c1=O,-1,11,-7,-1,-0.3,-5,-1,90,-3,-2
COc1ccc2c(c1)CC(C1(O)C(=O)Nc3ccccc31)C2=O (centres undefined),1,3,-1,-6,-1.4,-3,5,103,4,2
CCCNC(=O)C[C@H]1CC[C@@H]2[C@H](COC[C@@H](O)CN2C(=O)c2ccccn2)O1,-2,x,x,0,x,-4,-3,x,x,x
CC(C)C(=O)Nc1ccc(C(=O)Nc2ccc(Br)cc2F)cc1,0,-4,2,-1,2.7,-2,-2,100,-12,2
Cc1cccc(NC(=O)c2cc3ccccc3o2)c1,-3,13,-7,-6,0.0,-4,2,98,6,-5
COc1ccc(C(=O)COC(=O)Cn2cnc3c2c(=O)n(C)c(=O)n3C)c(OC)c1,0,8,2,0,-2.9,x,3,95,3,0
C=CCSc1nc2c(c(=O)[nH]c(=O)n2C)n1Cc1ccc(C)cc1,2,-42,-24,-3,14*,-6,4,91,x,2
CN(CCC#N)C(=O)COC(=O)c1c2c(nc3ccccc13)/C(=C\c1ccco1)CC2,2,-2,21,-1,-2.9,-2,5,114,-19,3
NC(=O)CN1CCCC1c1ccc2c(c1)OCCO2 (centres undefined),2,5,-1,-3,-1.1,-3,-1,98,-1,-1
O=C(Nc1ccc(CN2CCOCC2)cc1)c1cc(Cl)ccc1Cl,3,5,2,-2,0.3,6,8,89,7,0
CCOC(=O)c1cnn(C)c1NC(=O)c1ccc(Cl)cc1Cl,-2,-1,-2,2,-1.5,x,-6,104,2,3
O=C(O)CC(Cc1ccc(Br)cc1)C(=O)O (centres undefined),-1,-3,6,3,-2.2,x,0,92,-5,0
COc1cc(C(=O)N(CCc2ccccc2)C2=CC3CCC(C2)N3C)cc(OC)c1OC (centres undefined),-4,23,5,-4,0.7,-1,-6,98,1,1
CCc1ccc2[nH]c(=O)c(CN(CCN(CC)CC)C(=S)NCc3ccco3)cc2c1,-1,5,0,-5,0.5,0,6,98,-3,-2
CC(C)c1ccc(-c2nn(-c3ccccc3)cc2C(=O)NCC2CCCO2)cc1 (centres undefined),-2,9,17,5,0.4,-6,9,90,-5,-3

# High-throughput results (PubChem)
